Source: PubChem
RGS8-Gao reg = RGS8-Galphao binding modulators, primary screen, biochemical, multiplexed bead flow cytometry; Guanine nucleotide-binding protein G(o) subunit alpha (Homo sapiens), P09471; actives lie on both sides; response (percent of control binding), % at 10 µM; actives 0.34% (n = 220,000); AID 1423, 2008; in the data active means response below about 60% or above about 140%; inactive means in between;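 further: Galphao activated as the GDP aluminium fluoride complex binding bead-coupled RGS8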
ABCB1 block = ABCB1 efflux pump inhibitors, primary screen, cell-based, multiplex, flow cytometry, ABCG2 counter-screen | ATP-dependent translocase ABCB1 (Homo sapiens), P08183 | CCRF-Adr cells, JC-1 efflux | inhibition, % at 6.6 µM | actives 0.067% (n = 190,000) | AID 1326, 2008; in the data active means inhibition above about 40%;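 further: 0% = vehicle and 100% = reference inhibitor; higher value means more JC-1 retained so stronger ABCB1 efflux block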
ABCG2 block = ABCG2 efflux pump inhibitors, primary screen, multiplex with ABCB1, IgMXP3 cells, flow cytometry | JC-1 efflux | inhibition, % at 6.6 µM | Broad substrate specificity ATP-binding cassette transporter ABCG2 (Homo sapiens), Q9UNQ0 | actives 0.1% (n = 190,000) | AID 1325, 2008;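 active means inhibition above 80%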;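 further: 0% = DMSO and 100% = nicardipine control wells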
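Read-out basis: Efflux inhibition in percent versus controls | Test system: ABCG2 IgMXP3 and barcoded ABCB1 CCRF-Adr cell mix | Quantity: 3 million cells/mL in well | Schedule: 10 min at 25 °C | Control set: Nicardipine as high control, DMSO as low control | Reagent: JC-1 as fluorescent efflux pump substrate | Signal: Flow cytometry of retained JC-1 fluorescence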
Bim-Bcl-W = inhibitors of Bim binding to Bcl-W, primary screen, biochemical, multiplexed, bead-based flow cytometry | Bim peptide-Bcl-W binding | inhibition, % at 10 µM | actives 0.02% (n = 190,000);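 further: 0% = bound tracer without compound and 100% = peptide blocker; higher means less fluorescent Bim peptide bound to Bcl-W beads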
Target sequence (Q92843 whole entry, looked up): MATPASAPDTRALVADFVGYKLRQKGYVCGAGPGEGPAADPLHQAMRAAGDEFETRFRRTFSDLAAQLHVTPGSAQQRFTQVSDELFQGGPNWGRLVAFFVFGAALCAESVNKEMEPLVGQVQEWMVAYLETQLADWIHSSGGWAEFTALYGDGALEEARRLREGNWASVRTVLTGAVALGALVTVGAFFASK
RGS4-Gao reg = modulators of RGS4 binding to Galphao, primary screen, biochemical, multiplexed bead flow cytometry; actives lie on both sides; binding response (% of control), % at 10 µM; actives 0.33% (n = 220,000); in the data active means binding response below about 49% or above about 150%; inactive means in between;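 further: fluorescent Galphao activated with aluminum fluoride binding bead-coupled RGS4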
Bim-Bfl-1 = inhibitors of Bim binding to Bfl-1, primary screen, biochemical, multiplexed, bead-based flow cytometry; Bcl-2-related protein A1 (Homo sapiens), Q16548; Bim-Bfl-1 binding inhibition; inhibition, % at 10 µM; actives 0.12% (n = 190,000);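 further: 0% = wells without compound plus tracer and 100% = blocker peptide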
Bim-Bcl-B = inhibitors of Bim-Bcl-B binding, primary screen, biochemical, multiplexed, human Bcl-2 family | Bcl-2-like protein 10 (Homo sapiens), Q9HD36 | bead-based flow cytometry, Bim peptide-Bcl-B binding | inhibition, % at 10 µM | actives 0.073% (n = 190,000) | AID 951, 2007;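 further: 0% = tracer peptide without compound and 100% = reference inhibitor peptide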
Target sequence (Q9HD36 whole entry, looked up): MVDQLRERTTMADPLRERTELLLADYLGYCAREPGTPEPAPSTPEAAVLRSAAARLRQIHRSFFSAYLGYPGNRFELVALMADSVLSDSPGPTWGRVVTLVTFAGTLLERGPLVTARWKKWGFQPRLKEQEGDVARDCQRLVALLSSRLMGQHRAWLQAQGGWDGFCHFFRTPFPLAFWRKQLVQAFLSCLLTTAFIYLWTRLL
GSH fluor = compound fluorescence on glutathione beads, profiling panel, artefact control, biophysical, 488/530 nm, flow cytometry; actives 0.25% (n = 190,000); GSH beads flow cytometry, compound fluorescence 488/530 nm; stronger effect = higher value; fluorescence (KMESF) at 10 µM; in the data active means fluorescence above about 89;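 further: glutathione beads carrying GST-tagged Bcl family fusion proteins plus one bare bead set; values are compound well signal with DMSO vehicle wells as background; inactives centre near 16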
RGS7-Gao = RGS7-Galphao binding modulators, primary screen, biochemical, multiplexed bead flow cytometry. Guanine nucleotide-binding protein G(o) subunit alpha (Homo sapiens), P09471. actives lie on both sides. binding response (% of control), % at 10 µM. actives 0.35% (n = 220,000); in the data active means binding response below about 49% or above about 150%; inconclusive means no clear call, values can overlap the other calls; inactive means in between;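 further: fluorescent Galphao held in activated GDP-AlF4 state binding bead-coupled RGS7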
Bcl-2 Bim block = inhibitors of Bim-Bcl-2 binding, primary screen, biochemical, multiplexed, human Bcl-2 family. Apoptosis regulator Bcl-2 (Homo sapiens), P10415. Bead-based flow cytometry, Bim peptide-Bcl-2 binding. inhibition, % at 10 µM. actives 0.06% (n = 190,000). AID 950, 2007; in the data active means inhibition above about 40%; inconclusive means no clear call, values can overlap the other calls;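 further: 0% = no compound wells with probe peptide and 100% = reference peptide inhibitor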
Target sequence (P10415 whole entry, looked up): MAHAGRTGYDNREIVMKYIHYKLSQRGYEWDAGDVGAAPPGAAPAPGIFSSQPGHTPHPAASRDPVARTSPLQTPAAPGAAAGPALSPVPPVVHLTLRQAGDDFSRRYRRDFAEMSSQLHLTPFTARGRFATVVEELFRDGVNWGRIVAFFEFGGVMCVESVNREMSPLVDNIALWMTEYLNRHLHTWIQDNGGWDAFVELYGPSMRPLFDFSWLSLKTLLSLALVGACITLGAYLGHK
Bim-Bcl-XL = inhibitors of Bim-Bcl-XL binding, primary screen, biochemical, multiplexed, bead flow cytometry, human Bcl-XL; Bim peptide-Bcl-XL binding, fluorescence; inhibition, % at 10 µM; actives 0.04% (n = 190,000); AID 1007, 2008
Target sequence (Q07817 whole entry, looked up): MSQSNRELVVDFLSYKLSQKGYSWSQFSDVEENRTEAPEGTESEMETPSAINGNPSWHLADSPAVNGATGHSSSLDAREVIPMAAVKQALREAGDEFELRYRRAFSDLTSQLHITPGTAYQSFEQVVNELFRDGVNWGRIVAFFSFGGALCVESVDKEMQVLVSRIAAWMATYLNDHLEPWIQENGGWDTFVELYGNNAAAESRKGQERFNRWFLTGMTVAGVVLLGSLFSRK
Starred values were filed as active, the others as inactive; ? = inconclusive; nt = no result given. Unless noted, no stated cut-off is given here; in the data, active means inhibition above about 40%.

SMILES	RGS8-Gao reg	ABCB1 block	ABCG2 block	Bim-Bcl-W	RGS4-Gao reg	Bim-Bfl-1	Bim-Bcl-B	GSH fluor	RGS7-Gao	Bcl-2 Bim block	Bim-Bcl-XL
COCCNC(=O)CC(NS(=O)(=O)c1ccc(NC(C)=O)cc1)C(C)C (stereo not drawn)	100	0.0	-1	-3	99	-16	-3	32	103	-6	-8
CC(CCc1ccccc1)NC(=O)C1CCN(S(=O)(=O)c2cnc[nH]2)CC1 (stereo not drawn)	103	0.0	0	4	99	-11	-3	9	102	-1	-3
Cc1ccc(N(CC(=O)N2CC(=O)Nc3ccccc32)S(=O)(=O)c2ccc3c(c2)OCCO3)cc1	100	-0.1	-3	-2	104	-19	-10	21	101	-15	-8
CC(=O)c1c(C)oc2ccc(O)c(CN3CCOCC3)c12	104	0.3	0	1	99	-1	0	11	100	1	0
COc1ccc(Cn2c(CCC(=O)Nc3ccccc3)nc3cccnc32)cc1	96	0.5	2	-1	97	0	0	18	95	-4	-2
COc1ccc(-n2c(C)cc(C3=NNC(=NC4CC4)SC3)c2C)cc1	100	1.4	5	-2	101	1	-5	25	?	0	-3
CCn1c(=NC(=O)c2ccco2)sc2cccc(F)c21	96	0.3	3	2	96	-9	-7	26	92	-8	-3
COc1ccc([N+](=O)[O-])cc1NC(=O)c1ccco1	100	0.6	9	-4	101	-5	-2	10	98	-5	0
COc1ccc([N+](=O)[O-])cc1NC(=O)CCN1CCN(C)CC1	102	-0.1	1	-2	99	-3	-1	13	100	0	-4
CC(C)CNC(=O)c1ccccc1-c1ccccc1C(=O)O	107	0.0	0	4	106	-10	-8	49	108	-9	-2
COc1cc(C)ccc1OCCOc1c(Cl)cc(Cl)cc1Cl	101	0.3	6	-2	99	-1	0	12	99	-1	0
CCOc1cc(C(=S)N2CCCC2)ccc1OC(=O)Cc1ccc(F)cc1	98	1.9	15	-2	97	-4	-4	12	97	-4	-5
COc1ccccc1NC(=S)N1CCC(NC(=O)NC23CC4CC(CC(C4)C2)C3)CC1	102	0.8	2	-2	102	0	0	23	100	2	0
O=C(COC(=O)C1CC2C=CC1C2)NCc1ccco1 (stereo not drawn)	99	0.4	8	2	89	-12	-4	10	95	-9	-3
CCn1cc(C(=O)OCC(=O)c2ccccc2)c(=O)c2ccc(C)nc21	99	0.8	9	2	98	-3	0	18	103	0	0
Cc1nc2sccn2c1P(c1c(C)nc2sccn12)c1c(C)nc2sccn12	104	0.4	-2	-6	105	-1	-3	70	100	-4	-6
CC(C)(C)c1csc(NC(=O)Cc2cccs2)n1	103	0.1	6	-2	103	-7	-10	15	?	-9	-3
CCn1c(SCC(=O)N/N=C/c2ccc(O)c(OC)c2)nc2ccccc21	101	-0.2	0	0	99	-3	0	7	94	-1	2
N#CC1=C(N)Oc2n[nH]c(-c3cccnc3)c2C1c1cc(F)ccc1F (stereo not drawn)	101	0.3	0	-4	102	-8	-4	12	103	-6	-3
COc1ccc(C(=O)Nc2ccc(S(=O)(=O)N3CCCCC3)cc2)cc1	104	0.0	0	0	99	0	1	9	102	0	0
CCN(CC)S(=O)(=O)c1cc(NC(=O)COC(=O)CCC(=O)c2ccc(F)cc2)ccc1C	101	-8.4	0	-5	102	-1	-12	11	102	-3	-5
Cc1c(Cl)cccc1NC(=S)NCCN1CCOCC1	101	0.3	1	-1	99	0	-4	7	97	0	-4
COc1ccc(C2C3C(=O)N(Cc4ccccc4)C(=O)C3ON2c2ccccc2)c(OC)c1OC (stereo not drawn)	92	1.5	-1	-3	77	1	-5	23	93	-2	-1
Cc1cc(C)cc(N(CC(=O)N/N=C/c2ccncc2)S(=O)(=O)c2ccccc2)c1	100	-0.4	0	0	102	2	-5	5	99	0	0
Cc1cc(NC(=O)COc2ccccc2)n(-c2ccccc2)n1	103	-1.7	0	-4	106	-11	-8	32	109	-3	-6
CCOc1ccccc1N1CCN(C(=O)c2c(C)noc2C)CC1	99	0.1	0	-2	97	-1	-4	19	99	-2	-1
COC(=O)c1cccc(NC(=S)Nc2cccc(Cl)c2Cl)c1	102	-0.7	-1	-4	99	-6	-12	14	99	-3	-11
Clc1ccccc1OCc1nc(-c2ccccn2)no1	100	0.9	47	-4	99	-18	-11	37	95	-13	-8
CCCCNC(=O)CSc1nc2ccc(NC(=O)CSc3nnc(N)s3)cc2s1	101	-0.4	5	-3	100	-16	-14	17	100	-8	-10
CCOc1ccc(CC(=O)C2C(=O)CCCC2=O)cc1OCC	91	0.7	2	1	106	0	1	10	105	0	2
O=C(COc1ccccc1[N+](=O)[O-])N/N=C/c1ccccn1	98	1.2	35	-3	97	-11	-8	16	103	-7	-7
Oc1ccc(/C=N/n2cnn(Cc3ccccc3Cl)c2=S)c(O)c1	92	-0.9	-4	2	100	17	-24	3	115	1	-8
O=C(Nc1ccccc1)NC1CCCCC1	104	-0.2	1	2	109	-2	0	6	104	-3	0
CCN(CC)c1nc(-c2ccccc2)nc2c1sc(=S)n2CC	100	0.1	4	0	100	-2	-3	20	102	0	2
CCOc1ccc(C2C(C(C)=O)=C(O)C(=O)N2CCc2c[nH]c3ccccc23)cc1 (stereo not drawn)	101	0.4	1	-1	102	-6	-5	13	100	-2	-1
NC(=O)c1cccnc1Nc1cccc([N+](=O)[O-])c1	99	-0.1	3	-1	94	-3	-2	10	94	-6	-1
CCOC(=O)C1CCCN(C(=O)c2ccccc2Oc2ccccc2)C1 (stereo not drawn)	111	1.9	17	-3	110	-13	-10	24	117	-11	-9
CCCn1c(SCC(=O)N2CCc3ccccc3C2)nc2c1c(=O)n(C)c(=O)n2C	99	0.9	7	0	98	-13	-5	12	100	-8	-3
Clc1ccc(COc2ccccn2)cc1Cl	101	0.3	1	0	100	0	1	22	98	0	0
Cc1nc(NC(C)(C)CO)c([N+](=O)[O-])cc1[N+](=O)[O-]	98	1.5	8	0	100	0	-2	9	100	0	0

Complete entries, looked up by structure. Screens in order: RGS8-Gao reg | ABCB1 block | ABCG2 block | Bim-Bcl-W | RGS4-Gao reg | Bim-Bfl-1 | Bim-Bcl-B | GSH fluor | RGS7-Gao | Bcl-2 Bim block | Bim-Bcl-XL
Clc1ccc(COc2ccccn2)cc1Cl is entered as 101 | 0.3 | 1 | 0 | 100 | 0 | 1 | 22 | 98 | 0 | 0
CCCn1c(SCC(=O)N2CCc3ccccc3C2)nc2c1c(=O)n(C)c(=O)n2C is entered as 99 | 0.9 | 7 | 0 | 98 | -13 | -5 | 12 | 100 | -8 | -3
CCN(CC)c1nc(-c2ccccc2)nc2c1sc(=S)n2CC is entered as 100 | 0.1 | 4 | 0 | 100 | -2 | -3 | 20 | 102 | 0 | 2
O=C(Nc1ccccc1)NC1CCCCC1 is entered as 104 | -0.2 | 1 | 2 | 109 | -2 | 0 | 6 | 104 | -3 | 0

(cont.)
SMILES	RGS8-Gao reg	ABCB1 block	ABCG2 block	Bim-Bcl-W	RGS4-Gao reg	Bim-Bfl-1	Bim-Bcl-B	GSH fluor	RGS7-Gao	Bcl-2 Bim block	Bim-Bcl-XL
COc1ccc(-n2nnnc2-c2cccc(OC)c2)cc1	nt	0.3	2	3	nt	-12	-5	16	nt	-8	-7
CCOc1ccccc1-n1nnnc1SCC(=O)NC(=O)NCc1ccco1	98	1.0	3	0	90	-1	0	11	98	-2	1
Cn1c(/N=C/c2cccs2)nc2ccccc21	100	0.1	0	1	100	0	-1	15	99	-1	-6
CC(=O)N(Cc1cc2cc(C)c(C)cc2n2nnnc12)CC1COCCO1 (stereo not drawn)	100	1.0	4	1	99	-12	-3	52	100	-4	2
Cc1cc(C(F)(F)F)n2nc(-c3cnn(C)c3C(F)(F)F)c(Br)c2n1	103	0.2	15	1	103	-5	-2	17	102	-1	-3
CCc1ccc(NC(=S)N(CCN(C)C)C(C)c2ccncc2)cc1 (stereo not drawn)	101	-0.1	0	0	101	1	-2	13	98	-1	-3
CCCc1cc(=O)[nH]c(SCc2ccc(C#N)cc2)n1	118	0.6	8	1	111	-5	0	22	106	-1	-1
COc1ccc(-c2cc3ccccc3oc2=O)cc1NC(=O)c1ccc(Br)o1	106	1.1	1	-27	148	-1	-44	30	123	-16	-13
CC(C)(C)NC(=O)COc1ccc(-c2ccccc2)cc1	102	0.1	1	1	101	0	0	12	103	0	-2
CCCC1=[N+](CC(C)=O)CCn2c(C)ccc21	98	1.2	19	1	98	-2	0	12	100	4	1
COc1ccc(/C=C2\SC(=O)N(CCC(=O)Nc3ccc(S(=O)(=O)Nc4nccs4)cc3)C2=O)cc1	100	-1.2	-10	-5	102	-5	-5	11	101	-5	-10
O=C(Nc1ccc(Cl)cc1C(=O)NCCN1CCOCC1)c1ccc(Cl)cc1Cl	97	9.7	46	0	91	-21	-6	36	101	-12	-5
CCOc1ccc(Br)cc1S(=O)(=O)N1CCC(C(=O)O)CC1	101	-0.1	0	2	99	-1	-1	10	102	-3	2
S=C(c1ccc(-c2cc(Cl)ccc2Cl)o1)N1CCOCC1	96	-0.2	-1	0	96	-7	-12	14	95	-8	-4
CCOC(=O)/C(=C\Nc1ccc(OC(F)(F)F)cc1)Sc1ncc(C(F)(F)F)cc1Cl	102	0.6	4	1	98	-11	-7	49	97	-7	2
CCOC(=O)C1=C(C)OC(N)=C(C#N)C1c1cc2c(cc1[N+](=O)[O-])OCO2 (stereo not drawn)	95	0.6	-1	0	96	-4	-2	14	96	0	-3
Cc1ncsc1CCOC(=O)c1cccc([N+](=O)[O-])c1	107	1.1	4	-1	108	0	-1	4	105	0	-6
Cc1ccc(N2C(=O)CSC2c2c(F)cccc2Cl)cc1 (stereo not drawn)	100	0.7	2	2	102	-8	-12	57	103	-7	0
COc1ccc(-n2c(SCC(=O)N3CCCCC3)nnc2-c2cccnc2)cc1	100	1.3	10	-7	101	-21	-9	37	100	-12	-6
COC(=O)Nc1sc2c(c1C(=O)N1CCOCC1)CCC(C)C2 (stereo not drawn)	99	0.2	1	-1	100	-7	-15	35	119	-6	-1
COC(=O)CN(C#N)c1nc(C)cc(C)n1	100	0.5	4	-3	97	-14	-7	17	99	-3	-7
Cc1ccc(/C=N/NC(=O)c2c[nH]c3ccccc23)o1	105	-0.1	2	-4	96	-2	-3	9	95	-2	-2
COc1ccc(NC(=O)/C(=C\c2cccs2)NC(=O)c2ccco2)cc1	102	0.2	5	0	99	-2	2	13	104	1	1
CCOc1ccc(N/N=C(/C#N)C(N)=O)cc1	102	0.5	20	0	101	-16	-7	33	99	-7	-9
